ROMK primary: modulators of human ROMK potassium channel. B-score at 10 µM. 130,000 compounds, 2% hits. P48048. Tet-inducible ROMK, thallium flux fluorescence; actives lie on both sides;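 active = signal ratio slope over the read window, or its plate-corrected B-score, at least 3 SD from the plate mean, either direction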;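 note: B-score of the F/F0 ratio slope over 7 to 12 s after thallium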
Target sequence (P48048 whole entry, looked up): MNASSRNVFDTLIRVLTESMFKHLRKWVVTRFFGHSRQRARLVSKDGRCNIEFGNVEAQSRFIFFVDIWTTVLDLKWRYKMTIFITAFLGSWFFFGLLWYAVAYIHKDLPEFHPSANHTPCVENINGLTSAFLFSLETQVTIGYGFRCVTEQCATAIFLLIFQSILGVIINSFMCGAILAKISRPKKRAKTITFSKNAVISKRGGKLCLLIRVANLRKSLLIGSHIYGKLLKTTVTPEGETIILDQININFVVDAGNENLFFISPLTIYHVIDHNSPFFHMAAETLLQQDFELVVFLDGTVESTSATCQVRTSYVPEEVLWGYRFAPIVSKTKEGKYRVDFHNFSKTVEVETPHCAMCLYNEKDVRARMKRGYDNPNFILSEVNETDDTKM
PPARg SRC-1 ag: agonists of human PPARgamma SRC-1 coactivator recruitment; PPARgamma-SRC-1 coactivator recruitment biochemical assay; P37231; AID 631; 200,000 compounds, 0.41% hits; activation, % at 8 µM; in the data active = activation above about 19%;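 note: 0% = DMSO and 100% = reference agonist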
PPARg SRC-2 ag: agonists of SRC-2 recruitment by human PPARgamma | 200,000 compounds, 0.34% hits | P37231 | PPARgamma LBD-SRC-2 recruitment, biochemical | activation, % at 8 µM | AID 1032; in the data active = activation above about 22%;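 note: 0% = vehicle and 100% = reference agonist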
SRC2 TRFRET art: counter-screen for PPARgamma SRC-2 recruitment agonists: TR-FRET artefact; TR-FRET ratio at 8 µM; AID 1049; 200,000 compounds, 0.4% hits; stronger effect = higher value; in the data active = TR-FRET ratio above about 2000; note: inactives centre near 1500
Diaphorase act: counter-screen for diaphorase-based assays: diaphorase activators and chemical reducers; 190,000 compounds, 0.005% hits; Diaphorase/resazurin coupled assay, resorufin fluorescence, 16 min; stronger effect = higher value; 1 = vehicle wells, 0 = NADH-free wells; activation factor at 20 µM;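 active = diaphorase activity raised at least twofold by the compound at 20 µM; inactive = activation factor below 2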
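Material: Purified diaphorase enzyme from Clostridium kluyveri | Buffer or medium: 50 mM HEPES pH 7.4 with 4.542 mM MgCl2, 0.005% Tween 20 | Times: 16 min enzyme reaction, ambient temperature | Signal: Red resorufin fluorescence at 544/590 nm excitation/emission | Measure: Increased resorufin signal from activators or reducing compounds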
PMI act hi M6P: activators of human phosphomannose isomerase at near-saturating mannose 6-phosphate; P34949; 190,000 compounds, 0.34% hits; activation factor at 20 µM; coupled PMI enzyme assay, resazurin fluorescence, 20 min; stronger effect = higher value; 1 = untreated enzyme, 0 = substrate-free blank;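 active = activation factor of 2 or more at 20 µM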
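Material: human phosphomannose isomerase with PGI, G6PDH, diaphorase coupling enzymes / Reagent: Man-6-P substrate 1.0 mM / Dosing: single compound dose of 20 µM, 1% DMSO final / Incubation: enzyme reaction with compound 20 min at room temperature / Signal: resorufin fluorescence (Ex 544/Em 590 nm) from resazurin via diaphorase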
Diaph inh CS: inhibits diaphorase or chemically oxidizes, flagging diaphorase assay artifacts | inhibition, % at 20 µM | AID 1217 | diaphorase resazurin-to-resorufin fluorescence, NADH, 16 min; bacterial (C. kluyveri) enzyme, not human | 190,000 compounds, 0.69% hits;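 active = primary screen inhibition at 20 µM above a set limit, cut at about 50% in these data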;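 note: plate controls were DMSO with full reaction for no effect and wells lacking NADH for full effect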
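System: Diaphorase enzyme from Clostridium kluyveri | Amount: Enzyme working solution with 0.14 U/mL diaphorase | Benchmarks: No-NADH positive control and DMSO neutral control | Signal: Fluorescence of resorufin formed from resazurin, Ex 544/Em 590 nm | Schedule: 16-min room-temperature incubation before reading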
PMI act: activators of human phosphomannose isomerase; P34949; purified human PMI, coupled resazurin fluorescence, 20 min; stronger effect = higher value; 1 = vehicle control, 0 substrate-free wells; activation factor at 20 µM; 190,000 compounds, 0.005% hits; AID 1214;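 active = activation factor of 2 or more at 20 µM, relative to plate controls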
G6PDH counter: inhibits Leuconostoc G6PDH, flagging false hits in G6PDH-based assays; Purified L. mesenteroides G6PDH, diaphorase/resazurin coupled fluorescence, 45 min; inhibition, % at 5 µM; 200,000 compounds, 0.12% hits; in the data active = inhibition above about 50%
S1P3 antag: blocks the human S1P3 receptor; Q99500; CHO S1P3 NFAT-BLA reporter, FRET fluorescence, antagonist mode; inhibition, % at 4.98 µM; 170,000 compounds, 0.27% hits;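 active = inhibition above the plate cutoff, the mean inhibition of test wells on that plate plus 3 SD, cut at about 28% in these data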;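 note: cells challenged with S1P at its EC80 of 0.8 µM; blue over green emission ratio from cleaved BLA substrate after 4 h stimulation; 0% = S1P-stimulated wells and 100% = unstimulated DMSO-only wells; some compounds past the cut are filed as inactive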
Target sequence (Q99500 whole entry, looked up): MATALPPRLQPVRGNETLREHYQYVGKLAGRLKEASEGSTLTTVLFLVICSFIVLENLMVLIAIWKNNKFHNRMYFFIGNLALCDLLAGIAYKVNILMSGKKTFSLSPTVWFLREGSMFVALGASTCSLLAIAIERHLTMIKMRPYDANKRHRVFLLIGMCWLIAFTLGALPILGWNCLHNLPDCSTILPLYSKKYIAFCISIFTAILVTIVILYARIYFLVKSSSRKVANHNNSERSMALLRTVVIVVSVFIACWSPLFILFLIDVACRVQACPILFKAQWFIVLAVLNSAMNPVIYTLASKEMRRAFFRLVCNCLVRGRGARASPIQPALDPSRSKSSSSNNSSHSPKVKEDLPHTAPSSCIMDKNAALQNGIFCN
PPARg SRC3 recr: agonists of human PPARgamma SRC-3 coactivator recruitment; P37231; biochemical PPARgamma/SRC-3 coactivator recruitment assay; activation, % at 8 µM; 200,000 compounds, 0.26% hits; in the data active = activation above about 23%;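 note: 0% = DMSO and 100% = reference agonist; some compounds past the cut are filed as inactive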
Numbers without * were called inactive.

Start of the listing, in advance (2 entries):
Screening O=C(NCc1ccccc1)c1ccc(Br)cc1 returned ROMK primary -4.48*, PPARg SRC-1 ag -4.3, PPARg SRC-2 ag 3.0, SRC2 TRFRET art 1311, Diaphorase act 1, PMI act hi M6P 1.1, Diaph inh CS 2.4, PMI act 1, G6PDH counter 4.9, S1P3 antag -2.2 and PPARg SRC3 recr 3.7.
For NS(=O)(=O)c1ccc(NC(=S)N2CCC(O)CC2)cc1 the results were ROMK primary -0.499, PPARg SRC-1 ag 10.5, PPARg SRC-2 ag -0.2, SRC2 TRFRET art 1480, Diaphorase act 0.9, PMI act hi M6P 1, Diaph inh CS 10.2, PMI act 1.1, G6PDH counter 1.5, S1P3 antag -1.0 and PPARg SRC3 recr 1.1.

The listing, repeating the preview:
Screening O=C(NCc1ccccc1)c1ccc(Br)cc1 returned ROMK primary -4.48*, PPARg SRC-1 ag -4.3, PPARg SRC-2 ag 3.0, SRC2 TRFRET art 1311, Diaphorase act 1, PMI act hi M6P 1.1, Diaph inh CS 2.4, PMI act 1, G6PDH counter 4.9, S1P3 antag -2.2 and PPARg SRC3 recr 3.7.
For NS(=O)(=O)c1ccc(NC(=S)N2CCC(O)CC2)cc1 the results were ROMK primary -0.499, PPARg SRC-1 ag 10.5, PPARg SRC-2 ag -0.2, SRC2 TRFRET art 1480, Diaphorase act 0.9, PMI act hi M6P 1, Diaph inh CS 10.2, PMI act 1.1, G6PDH counter 1.5, S1P3 antag -1.0 and PPARg SRC3 recr 1.1.
`CCC(=O)Nc1nc2ccccc2n1CCN(CC)CC` gave ROMK primary 0.386, PPARg SRC-1 ag 1.9, PPARg SRC-2 ag 0.1, SRC2 TRFRET art 1472, Diaphorase act 0.7, PMI act hi M6P 0.9, Diaph inh CS 25.7, PMI act 0.9, G6PDH counter -8.6, S1P3 antag -11.4 and PPARg SRC3 recr -6.8.
`Oc1ccc(Cl)cc1-c1cc(-c2ccccc2)n[nH]1` gave PPARg SRC-1 ag -4.8, PPARg SRC-2 ag 7.4, SRC2 TRFRET art 1305, Diaphorase act 0.8, PMI act hi M6P 0.8, Diaph inh CS 24.8, PMI act 0.8, G6PDH counter -25.2, S1P3 antag -0.2 and PPARg SRC3 recr 0.4.
Screening CCOC(=O)Nc1cc(C(=O)OCC)c(C)nc1C returned PPARg SRC-1 ag -0.3, PPARg SRC-2 ag 1.3, SRC2 TRFRET art 1386, Diaphorase act 1, PMI act hi M6P 1.1, Diaph inh CS 0.4, PMI act 1.1, G6PDH counter 5.1 and PPARg SRC3 recr -4.0.
Cn1c(=O)c(C(=O)Nc2ncccc2O)c(O)c2ccccc21 was read as PPARg SRC-1 ag 4.8, PPARg SRC-2 ag 3.5, SRC2 TRFRET art 1713, Diaphorase act 1, PMI act hi M6P 1.2, Diaph inh CS -2.1, PMI act 1.3, G6PDH counter 10.9 and PPARg SRC3 recr 0.9.
Screening COC(=O)c1cn(CC(=O)NCc2ccco2)c2ccccc12 returned ROMK primary 0.455, PPARg SRC-1 ag -3.5, PPARg SRC-2 ag 5.0, SRC2 TRFRET art 1523, Diaphorase act 0.9, PMI act hi M6P 1, Diaph inh CS 7.7, PMI act 1, G6PDH counter -3.1, S1P3 antag -8.4 and PPARg SRC3 recr 15.4.
Cc1nc(N2CCOCC2)[nH]c(=O)c1CCC(C)C was read as ROMK primary 0.702, PPARg SRC-1 ag 0.3, PPARg SRC-2 ag 6.1, SRC2 TRFRET art 1535, Diaphorase act 0.9, PMI act hi M6P 1, Diaph inh CS 8.0, PMI act 1, G6PDH counter 6.6, S1P3 antag -0.6 and PPARg SRC3 recr 9.3.
For COC(=O)c1c(-c2ccncc2)csc1NC(=O)c1ccoc1C the results were ROMK primary -0.469, PPARg SRC-1 ag 1.9, PPARg SRC-2 ag 2.1, SRC2 TRFRET art 1594, Diaphorase act 0.8, PMI act hi M6P 0.9, Diaph inh CS 18.1, PMI act 0.9, G6PDH counter -42.2, S1P3 antag -7.7 and PPARg SRC3 recr -16.4.
`C=CCN1C(c2ccc(Br)cc2)=CS/C1=C(/C#N)c1nnc(N2CCOCC2)n1-c1ccccc1` gave ROMK primary -3.93*, PPARg SRC-1 ag -1.7, PPARg SRC-2 ag 5.8, SRC2 TRFRET art 1477, Diaphorase act 0.9, PMI act hi M6P 0.9, Diaph inh CS 14.4, PMI act 0.9, G6PDH counter 12.1, S1P3 antag -1.9 and PPARg SRC3 recr -3.1.
O=C(NCCCn1cccn1)c1cc(COc2ccc(F)cc2Cl)on1 was read as ROMK primary 0.291, PPARg SRC-1 ag 7.5, PPARg SRC-2 ag 2.2, SRC2 TRFRET art 1588, Diaphorase act 0.9, PMI act hi M6P 1, Diaph inh CS 10.2, PMI act 0.9, G6PDH counter 2.5, S1P3 antag -11.5 and PPARg SRC3 recr 4.5.
For O=c1c(-c2ccccc2)cnc2n1CCS2 the results were ROMK primary 0.598, PPARg SRC-1 ag 1.8, PPARg SRC-2 ag -1.4, SRC2 TRFRET art 1478, Diaphorase act 1, PMI act hi M6P 1, Diaph inh CS -1.3, PMI act 1, G6PDH counter 3.1, S1P3 antag -16.6 and PPARg SRC3 recr -1.7.
Cc1cccc(C)c1OCC(=O)N/N=C/c1ccc2c(c1)OCO2 was read as PPARg SRC-1 ag 3.5, PPARg SRC-2 ag 6.1, SRC2 TRFRET art 1558, Diaphorase act 1, PMI act hi M6P 1.1, Diaph inh CS 0.5, PMI act 1, G6PDH counter 3.6 and PPARg SRC3 recr 5.3.
For C=CCn1c(COc2ccccc2)nnc1SCC(=O)Nc1ccc2c(c1)OCCO2 the results were ROMK primary -0.00969, PPARg SRC-1 ag -7.5, PPARg SRC-2 ag 0.3, SRC2 TRFRET art 1538, Diaphorase act 0.8, PMI act hi M6P 0.9, Diaph inh CS 20.2, PMI act 0.9, G6PDH counter 7.3, S1P3 antag 4.8 and PPARg SRC3 recr 0.1.
For Cc1nn(-c2ccc([N+](=O)[O-])cc2)c2c1C(c1cccc(Br)c1)N1C(=N2)C(=O)Nc2ccccc21 (stereo not given) the results were ROMK primary 0.513, PPARg SRC-1 ag -2.5, PPARg SRC-2 ag -6.9, SRC2 TRFRET art 1552, Diaphorase act 0.9, PMI act hi M6P 0.9, Diaph inh CS 11.8, PMI act 0.9, G6PDH counter 6.3, S1P3 antag -8.4 and PPARg SRC3 recr 6.6.
For COc1ccc(CN(CCC(c2ccccc2)C2CCOC(C)(C)C2)C(C)=O)cc1 (stereo not given) the results were ROMK primary -1.12, PPARg SRC-1 ag 2.1, PPARg SRC-2 ag -5.7, SRC2 TRFRET art 1358, Diaphorase act 0.9, PMI act hi M6P 0.9, Diaph inh CS 11.4, PMI act 0.9, G6PDH counter -0.2, S1P3 antag -4.7 and PPARg SRC3 recr -1.2.
For Cc1cc(C)nc(NS(=O)(=O)c2ccc(N/C=C/C(=O)c3ccc(Cl)c(Cl)c3)cc2)n1 the results were PPARg SRC-1 ag 7.8, PPARg SRC-2 ag 11.7, SRC2 TRFRET art 1531, Diaphorase act 0.9, PMI act hi M6P 1.1, Diaph inh CS 5.5, PMI act 1.1, G6PDH counter 0.6, S1P3 antag -1.7 and PPARg SRC3 recr 5.7.
Screening CCOC(=O)c1cnn(-c2cc(C)nc3c(-c4ccc(Cl)cc4)c(C)nn23)c1N returned PPARg SRC-1 ag 9.2, PPARg SRC-2 ag 8.2, SRC2 TRFRET art 1468, Diaphorase act 1.1, PMI act hi M6P 1.1, Diaph inh CS -9.3, PMI act 1, G6PDH counter 3.1 and PPARg SRC3 recr -4.1.
For Fc1ccccc1N=C1NN=C(c2ccccc2)CS1 the results were ROMK primary -1.27, PPARg SRC-1 ag -8.1, PPARg SRC-2 ag -2.8, SRC2 TRFRET art 1538, Diaphorase act 0.8, PMI act hi M6P 1.2, Diaph inh CS 16.4, PMI act 0.6, G6PDH counter 8.3, S1P3 antag -13.5 and PPARg SRC3 recr -3.1.
Screening CCOC(=O)C1CSC2(CCC(c3ccccc3)CC2)N1 (stereo not given) returned ROMK primary -0.56, PPARg SRC-1 ag 13.8, PPARg SRC-2 ag 7.6, SRC2 TRFRET art 1632, Diaphorase act 0.9, PMI act hi M6P 1.1, Diaph inh CS 5.2, PMI act 1, G6PDH counter -1.7, S1P3 antag -15.7 and PPARg SRC3 recr 3.6.
`CCOc1ccc(Nc2oc(-c3ccc(Cl)cc3)nc2C#N)cc1` gave PPARg SRC-1 ag 3.9, PPARg SRC-2 ag -1.8, SRC2 TRFRET art 1671, Diaphorase act 0.9, PMI act hi M6P 0.9, Diaph inh CS 6.6, PMI act 0.9, G6PDH counter 5.1 and PPARg SRC3 recr 5.7.
`COc1ccc(N2C(=O)CC(Nc3ccc(C)cc3)C2=O)cc1` (stereo not given) gave ROMK primary -0.474, PPARg SRC-1 ag 4.2, PPARg SRC-2 ag -0.7, SRC2 TRFRET art 1539, Diaphorase act 1, PMI act hi M6P 1.1, Diaph inh CS 3.4, PMI act 1.1, G6PDH counter 8.0 and PPARg SRC3 recr -0.2.
For Cc1nn(CC(=O)Nc2sc3c(c2C#N)CCC(C(C)(C)C)C3)c(C)c1[N+](=O)[O-] (stereo not given) the results were ROMK primary -0.418, PPARg SRC-1 ag 7.1, PPARg SRC-2 ag 17.1, SRC2 TRFRET art 1624, Diaphorase act 0.7, PMI act hi M6P 0.8, Diaph inh CS 27.1, PMI act 0.8, G6PDH counter 10.6 and PPARg SRC3 recr 7.6.
For Cc1ccccc1C1c2[nH]c3ccccc3c2CCN1C(=O)c1ccc(=O)n(C)n1 (stereo not given) the results were ROMK primary 0.0131, PPARg SRC-1 ag -3.5, PPARg SRC-2 ag 4.8, SRC2 TRFRET art 1482, Diaphorase act 0.7, PMI act hi M6P 0.9, Diaph inh CS 26.1, PMI act 0.8, G6PDH counter 19.5, S1P3 antag 3.2 and PPARg SRC3 recr -2.6.
`CN(C)C(=O)c1cc2cc(Br)ccc2s1` gave ROMK primary -0.417, PPARg SRC-1 ag -1.3, PPARg SRC-2 ag 1.2, SRC2 TRFRET art 1489, Diaphorase act 1.1, PMI act hi M6P 1.1, Diaph inh CS -7.1, PMI act 1.1, G6PDH counter 5.7, S1P3 antag -17.4 and PPARg SRC3 recr -1.0.
Screening CC1CC(N(C(=O)c2ccco2)c2ccccc2)c2ccccc2N1 (stereo not given) returned ROMK primary 0.6, PPARg SRC-1 ag 2.9, PPARg SRC-2 ag 0.7, SRC2 TRFRET art 1440, Diaphorase act 0.8, PMI act hi M6P 0.8, Diaph inh CS 24.5, PMI act 0.8, G6PDH counter 9.4, S1P3 antag 35.2 and PPARg SRC3 recr 1.7.

This is a random part of the collection, and some 3.3% of all compounds hit somewhere here.
